AID inh = activation induced cytidine deaminase inhibition; AID 1347428; Q9GZX7; Potency, µM (highest dose often 115 µM), for inactives: top-dose activity change, negative = inhibition, most hits filed as inhibitors; AID deamination FRET fluorescence, UDG-coupled, 4 h; hit rate 0.32% among 91,000; also: nearly all actives have a fitted effect of over 25% in size
Target sequence (Q9GZX7 whole entry, looked up): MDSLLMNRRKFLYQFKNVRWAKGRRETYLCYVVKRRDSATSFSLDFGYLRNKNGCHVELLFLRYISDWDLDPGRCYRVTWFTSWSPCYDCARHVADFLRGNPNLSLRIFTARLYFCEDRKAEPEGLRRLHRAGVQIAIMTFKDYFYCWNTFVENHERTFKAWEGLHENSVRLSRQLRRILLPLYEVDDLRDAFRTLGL
UDG counterscr = counter-screen for AID inhibitors: uracil-DNA glycosylase inhibition; hit rate 0.14% among 91,000; Potency, µM (highest dose often 115 µM), without a hit: at the top dose activity change, negative = inhibition, usual class: inhibitors; FRET deamination/UDG coupled assay, UDG read, 4 h; also: nearly all actives have a fitted effect of over 65% in size
Active calls of the source: *; ? = inconclusive; [ ] = dose if it differs, or a comment. Calls follow the shape of the dose curve; as a rule, active = well fitted curve in the direction sought with a large enough effect; inconclusive = small, poorly fitted or top-dose-only effect, or another doubt; inactive = no such curve, though single readings can be large; an effect the other way counts as inactive or inconclusive. % is scaled to controls: 0 for no effect and ±100 for the full control effect; potency is read from the fitted curve at half-maximal effect. The list is partial (hit frequency here may not be typical).

SMILES	AID inh	UDG counterscr
COc1ccc(OCC(=O)N(Cc2cccs2)c2ccc(OC)cc2)cc1	?	18%
CCOc1ccc2nc(Cl)c(C3CC(c4ccc(C)cc4)=NN3C(=O)CCC(=O)O)cc2c1 (stereo not given)	?	1%
O=C(NCCc1ccccn1)c1ccc(I)cc1	3%	0%
CCc1ccc(S(=O)(=O)c2cn(Cc3ccccc3F)c3cc(OC)c(OC)cc3c2=O)cc1	-14%	-7%
Cc1ccc(C(=O)C(OC(=O)c2cccc(N(C)C)c2)c2ccc(C)cc2)cc1 (stereo not given)	16%	-11%
Cn1nc(-c2ccc(C(=O)Nc3ccc(F)cc3)cc2)c2ccccc2c1=O	?	-8%
CCOc1ccccc1Nc1ccc2cc(S(=O)(=O)N3CCCCC3)ccc2n1	?	-29%[57.5 µM]
Cc1ccc(CSc2nc(=O)c3c(C)cc(C)nc3n2C2CC2)cc1	?	6%
CCc1ccc(NC(=O)CSc2nc(-c3cccc(OC)c3)nc3c2Cc2c(CO)cnc(C)c2O3)cc1	?	0%
NS(=O)(=O)c1ccc(CCNC(=O)c2ccc3nc(CCc4ccccc4)oc3c2)cc1	1%	2%
CCCc1cc(=O)oc2cc(C)c3c(-c4ccccc4)coc3c12	?	19%
Fc1cccc(-c2nnn3c2nc(NC2CCCCC2)c2ccccc23)c1	-11%	-5%
COc1cccc(Nc2nc3cc(OC)ccc3nc2NS(=O)(=O)c2ccc(Cl)cc2)c1	22%	-2%
Cc1cc(=O)n(C(C)C(=O)N2CCCc3ccccc32)c2c1c(C)nn2-c1ccccc1 (stereo not given)	?	-2%
CN(C)S(=O)(=O)c1cc(NC(=O)c2nn(-c3ccccc3)c(=O)c3ccccc23)ccc1Cl	-5%	37%[activator]
CCc1cccc(NC(=O)Cn2nc(CC)n3c(cc4cc(C)ccc43)c2=O)c1	3%	-4%
C=CCNC(=S)NNC(=O)C(CC)CC(C)(C)O (stereo not given)	-6%	-15%
O=C(Nc1ccc(Br)cc1)C1C2CCC3C(CCC21)C3(Cl)Cl (stereo not given)	-3%	-5%
CCOc1ccc(CNC(=O)c2ccc(NC(=O)N3CCSc4ncccc43)cc2)cc1	3%	?
CC(=O)c1ccc(N2CCCC(C)C2)cc1 (stereo not given)	-3%	7%
COc1cc(OC)cc(N2C(=O)N(Cc3ccc(C(C)(C)C)cc3)c3ccccc3S2(=O)=O)c1	?	-16%
COCCCNc1nc2c(-c3ccccc3)nnn2c2ccccc12	-4%	-5%
Cc1ccc(S(=O)(=O)N2CCCc3cc(NC(=O)c4ccc(C(C)(C)C)cc4)ccc32)cc1	-5%	-1%
O=C(O)CCCC(=O)N1CCc2cc(S(=O)(=O)NCc3ccccc3)ccc21	5%	-7%
CCNc1nc(SCC(=O)Nc2cc(C)on2)nc2ccccc12	7%	0%
CC(C)(C)c1ccccc1NC(=O)c1ccc2ccccc2n1	-15%	-13%
COc1cccc(-c2nnc(SCC3CCOCO3)n2-c2ccc(C)cc2)c1 (stereo not given)	-17%	-3%
CN(CC(=O)Nc1cc(C(F)(F)F)cc(C(F)(F)F)c1)C1CCCCC1	-4%	-5%
CCCCN1C(C)=NS(=O)(=O)c2cc(C(=O)Nc3ccc(OCC)cc3)ccc21	-8%	-1%
O=S(=O)(CCN1CCOC(c2ccccc2)C1)c1ccccc1 (stereo not given)	1%	3%
CC(C)(C)c1ccc(C(=O)N2CCC(c3nc4ccccc4o3)CC2)cc1	?	-10%[57.5 µM]
CC(C)c1ccc(NC(=O)c2cc(S(=O)(=O)NCCC3=CCCCC3)ccc2F)cc1	?	-3%
CC(=O)Nc1cccc(NC(=O)c2cc3c(=O)n4cccc(C)c4nc3n2C)c1	?	9%
COC(=O)c1ccccc1S(=O)(=O)N1CCC(C(=O)NCCc2ccco2)CC1	0%	-6%
COc1cccc(Cn2cc(S(=O)(=O)c3ccc(C)cc3)c(=O)c3cc4c(cc32)OCO4)c1	15%	-7%
CCOC(=O)Cn1nc(-c2ccccc2)c2ccccc2c1=O	7%	-4%
CCC(CC)C(=O)Nc1cccc(-c2nc3cccnc3s2)c1C	-3%	-8%
Cc1ccc(Cl)cc1N1CCN(CC(=O)NC2CCCCC2)CC1	-25%	-10%
COc1ccc(CNC(=O)CCc2c(C)nn(-c3ccc(N4CCCCC4)nn3)c2C)cc1	11%	4%[57.5 µM]
CN(C)c1ccc(NC(=O)CN2CCN(CC(=O)Nc3ccc(Br)cc3)CC2)cc1	10%	-15%
CSc1cccc(NC(=O)Cn2ncn3c(cc4ccccc43)c2=O)c1	11%	-6%
COc1ccc(N2CCN(C(=O)c3cnc(SC)nc3C)CC2)cc1	4%	-1%[57.5 µM]
CC(C)c1ccc(NC(=O)c2cc3c(s2)CCC3)cc1	-7%	-9%
CCOc1ccc(C(=O)Nc2ccc(S(=O)(=O)Nc3nc(C)cc(C)n3)cc2)cc1OC	-10%	2%
CNC(=O)NC(=O)CN1CCOC(c2ccc(F)cc2)C1 (stereo not given)	2%	2%
CCCCCCCOc1ccc(S(=O)(=O)c2ccc(OCCCCCCC)cc2)cc1	-4%	-8%
Cc1cc(C)cc(NC(=O)CSCc2cc(=O)c3ccccc3[nH]2)c1	9%	8%
CCCCCOc1ccc(/C=C2\CCC(C3CCCC3)C2=O)cc1 (stereo not given)	-3%	-1%
COc1ccc2oc(-c3ccc(C)c(NC(=O)Cc4ccc(Cl)cc4)c3)nc2c1	11%	0%
CCOCCCNC(=O)C(CC)c1ccccc1 (stereo not given)	-2%	-1%

Continuation.
SMILES	AID inh	UDG counterscr
CCc1nc2ccccc2n1CCCCOc1ccc(Cl)cc1	-29%	-21%[57.5 µM]
Cc1ccc(NC(=O)C2CCN(c3nc4ccccc4nc3C(F)(F)F)CC2)cc1F	-4%	9%
CCOc1ccccc1NC(=O)c1cc2cc(OC)ccc2oc1=O	-8%	-7%
COc1ccc(C(=O)Nc2nnc(S(=O)(=O)N3CCOCC3)s2)cc1	-14%	-6%
COc1ccc(NC(=O)Cn2c(=O)n(-c3ccccc3)c(=O)c3ccc(C(=O)NCc4ccc5c(c4)OCO5)cc32)cc1	-7%	-4%
O=S(=O)(c1cccs1)N1CCn2cccc2C1c1ccccc1F (stereo not given)	-24%	0%
CC(NC(=S)NCCc1ccccc1)c1ccc(C(C)(C)C)cc1 (stereo not given)	-15%	-9%
CC1CCN(c2nc3ccc(C(=O)NCc4ccc(Cl)cc4)cc3s2)CC1	2%	6%
CCOC(=O)c1cccc(NC(=O)c2ncoc2-c2ccco2)c1	12%	?
CCOc1ccc(C2CC(=O)Nc3nc(SCc4ccccc4C)[nH]c(=O)c32)cc1OC (stereo not given)	-8%	-11%
CCOc1ccc(CNC(=O)C2CCN(S(=O)(=O)c3c(C)noc3/C=C/c3ccc(C)cc3)CC2)cc1OC	1%	-6%
CCN(CC)CCC1S(=O)(=O)CC(c2ccccc2)CS1(=O)=O (stereo not given)	-2%	-2%
CC(C)Cn1cc(NC(=O)N2CCN(c3cccc(C(F)(F)F)c3)CC2)c2ccccc2c1=O	25%	-10%
COc1ccc(-c2c(C)nn3c(N4CCN(c5ccccc5)CC4)cc(C)nc23)cc1OC	0%	-2%
Cc1cc(C(F)F)nn1Cc1nc2c3c4c(sc3ncn2n1)CC(C)CC4 (stereo not given)	3%	6%
CC(NC(=O)CSc1ccc2c(c1)OCCCO2)c1cc2ccccc2o1 (stereo not given)	-13%	-6%
Fc1ccccc1CSc1nnc(-c2ccccc2F)n1C1CC1	-10%	-9%
O=C(CN1CCSc2ccccc21)N1CCN(c2ccccc2)CC1	19%	20%
Cc1cc(CS(=O)(=O)CC(=O)NC2CCCCCC2)on1	1%	-2%
O=C(Nc1ccc(C(F)(F)F)cc1)C1CCN(c2cnccn2)CC1	-15%	8%

By substructure: those above containing a furan ring, fused or not (four)
SMILES	AID inh	UDG counterscr
CCCc1cc(=O)oc2cc(C)c3c(-c4ccccc4)coc3c12	?	19%
COC(=O)c1ccccc1S(=O)(=O)N1CCC(C(=O)NCCc2ccco2)CC1	0%	-6%
CCOC(=O)c1cccc(NC(=O)c2ncoc2-c2ccco2)c1	12%	?
CC(NC(=O)CSc1ccc2c(c1)OCCCO2)c1cc2ccccc2o1 (stereo not given)	-13%	-6%

The list goes on:
SMILES	AID inh	UDG counterscr
CC1=C(C(=O)OC(C)(C)C)C(c2ccc(F)cc2)C(C#N)=C(N)O1 (stereo not given)	9%	-7%
Nc1nccnc1C(=O)Nc1cccc(NC(=O)c2ccncc2)c1	14%	-2%
N#Cc1cn2ncnc2nc1N	4%	3%
CCn1c(C(=O)N2CCC(C(=O)N3CCN(c4ccc(OC)cc4)CC3)CC2)cc2sccc21	?	8%
CCOC(=O)COc1ccc(F)cc1C(=O)c1ccn2nc(-c3ccc(Cl)cc3)cc2n1	-18%	-10%
COc1ccccc1CNC(=O)c1c2c(nc3ccccc13)C(=O)N(C1CCCCC1)C2	-9%	37%[activator]
Cc1ccc(C)n1-c1c(C(=O)NCCC(C)C)sc2ncccc12	?	-6%
Cc1c(NC(=O)CC2CCCCC2)cccc1-c1nc2cccnc2s1	4%	5%
CC(C)(C)c1nc(CSc2n[nH]c(-c3ccccc3Br)n2)no1	-4%	-1%
Oc1ccc(Nc2nc(-c3ccc(F)cc3F)cs2)cc1	8%	10%
O=C(CSc1nc(=O)[nH]c2c1CCC2)NCc1ccccc1	6%	3%
CC(OC(=O)c1ccc(O)cc1)C(=O)Nc1ccccc1OC(F)F (stereo not given)	2%	3%
CC(C)(C)c1ccc(C(=O)Nc2ccc3c(c2)CCCN3C(=O)c2cccs2)cc1	-22%	-7%
CN(CCC(=O)NC(=O)NCc1ccccc1)Cc1ccccc1	-3%	2%
COc1ccc(/C=C/c2nc(C#N)c(N3CCCCCC3)o2)cc1OC	?	-5%
O=C(Cn1c(=O)[nH]c2c(-c3ccccc3F)c[nH]c2c1=O)NCc1cccnc1	-1%	-9%
COc1ccc(S(=O)(=O)N(CCc2ccccc2)CC(=O)NCc2ccccc2)cc1	-18%[57.5 µM]	-3%[57.5 µM]
O=C(Nc1ccc(F)c(F)c1)C1CCN(c2nc3ccccc3o2)CC1	-4%	-3%
COc1ccc(CCCc2nnc(SCC(=O)Nc3ccc(F)cc3)o2)cc1C	-6%	-7%
CCc1cccc(CC)c1NC(=O)C(Cc1ccccc1)NS(=O)(=O)c1cccc2nsnc12 (stereo not given)	-22%	-4%
O=C(/C=C/c1ccco1)N1CCCC(C(F)(F)F)C1 (stereo not given)	2%	3%
CCOc1ccc(Cn2c(-c3ccc(OCC)c(OC)c3)nc3ccccc32)cc1OC	23%	-13%
Cc1ccc(-n2c(=O)c3cccnc3n2CC(=O)Nc2ccc(C)cc2Cl)cc1	?	-14%
CCN(CC)CCCn1c(C)cc2c(c1=O)C(c1ccccc1)C(C#N)=C(N)O2 (stereo not given)	-1%	2%
CCCNC(N)=S	-8%	-5%
O=C(NC1CCS(=O)(=O)C1)c1ccc(Cl)c(S(=O)(=O)N2CCCCCC2)c1 (stereo not given)	-17%	33%
O=C(Cc1csc2ccccc12)NCc1cccc(Br)c1	-5%	-16%
Cc1ccccc1OCC(=O)OCc1cc(=O)n2nc(C3CC3)sc2n1	91%[activator]	2%
O=C(NCc1nc2ccccc2[nH]1)c1cccc(Cl)c1	2%	-1%[57.5 µM]
Cc1ccc(S(=O)(=O)C(CNC(=O)C(=O)NCc2ccccc2C)c2cccs2)cc1 (stereo not given)	3%	?

A run of entries of the results above, for reference:
SMILES	AID inh	UDG counterscr
O=C(/C=C/c1ccco1)N1CCCC(C(F)(F)F)C1 (stereo not given)	2%	3%
CCOc1ccc(Cn2c(-c3ccc(OCC)c(OC)c3)nc3ccccc32)cc1OC	23%	-13%
Cc1ccc(-n2c(=O)c3cccnc3n2CC(=O)Nc2ccc(C)cc2Cl)cc1	?	-14%

Next records:
SMILES	AID inh	UDG counterscr
Cc1ccc(SC(=O)c2ccc(F)cc2)cc1	-7%	5%
CCOC(=O)C1CCN(C(=O)c2ccc(NC(=O)c3nsc4ccccc34)cc2)CC1	-27%	-6%
CCOC(=O)c1sc(NC(=O)/C=C/c2ccc(OCC)cc2)c(C(=O)OCC)c1C	-3%	4%
CCOc1ccc(-c2nc(SCC(=O)NCCCOC)c(-c3ccccc3)[nH]2)cc1	-16%	9%
COc1ccc(N2CCN(C(=O)c3cnn(-c4ccc(F)cc4)c3-n3cccc3)CC2)cc1	21%	11%
Cc1cc(NC(=O)c2ccc3c(c2)N(Cc2cccc(Cl)c2)C(=O)c2ccccc2S3(=O)=O)ccc1Br	-17%	-5%
Cc1cc(C(=O)OCC(=O)Nc2cccc3ccccc23)c2ccccc2n1	12%	-4%
Cc1ccc(-n2nc(C)c3c(C)cc(=O)n(CC(=O)NC(C)c4ccccc4)c32)cc1 (stereo not given)	10%	5%
CSc1nnc(-c2ccccc2NC(=O)c2ccc(C)c(S(=O)(=O)N3CCCC3)c2)o1	-3%	1%
Cc1ccc(S(=O)(=O)N(C)CC(=O)OCc2coc(-c3cccs3)n2)cc1	-2%	3%
Cc1ccccc1CN1C(=O)c2ccccc2S(=O)c2ccc(C(=O)NCc3ccc4c(c3)OCO4)cc21 (stereo not given)	-7%	-3%

Assay outcomes as filed in PubChem.
